High-throughput results: PubChem, National Center for Advancing Translational Sciences (NCATS)
RGS4 inh: inhibitors of human regulator of G protein signaling 4. 390,000 compounds, 0.039% hits. Transcreener GDP fluorescence polarization, RGS4-accelerated GTP hydrolysis. AID 504845. P49798. Potency, µM (top dose mostly 114 µM), for inactives: at the highest dose activity change, negative = inhibition, most hits filed as inhibitors; also: potency is read from the fitted curve at half-maximal effect; % is scaled to controls: 0 for no effect and ±100 for the full control effect; nearly all actives have a fitted effect of over 75% in size; some results filed as inactive show a strong effect at the top dose
Target sequence (P49798 whole entry, looked up): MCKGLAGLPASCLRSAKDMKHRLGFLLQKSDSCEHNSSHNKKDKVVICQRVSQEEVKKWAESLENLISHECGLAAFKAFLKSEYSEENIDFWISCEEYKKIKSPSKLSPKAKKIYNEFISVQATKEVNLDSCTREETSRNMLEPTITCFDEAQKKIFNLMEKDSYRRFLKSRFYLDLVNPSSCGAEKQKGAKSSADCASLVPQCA
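MLSMR compounds (23 nl, pin-transferred) preincubated 10 min at room temperature with a 500nM (2x) first reagent, then RGS4 at 900nM (2x) plus Transcreener GDP mix added; fluorescence polarization (620/688 nm) read before and after 90 min at 30 °C.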
Vif-APOBEC3F blk: blocks the Vif interaction with APOBEC3F | Potency, µM (highest dose often 46.1 µM), for the others: at the top dose activity, negative = active | 390,000 compounds, 0.2% hits | HeLa A3F-eYFP + Vif (tagged APOBEC3F with the HIV-1 protein that degrades it), YFP fluorescence increase; also: potency is read from the fitted curve at half-maximal effect; % of control where 0% means no effect; nearly all actives have a fitted effect of over 65% in size
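HeLa cells stably expressing Vif plus C-terminally eYFP-tagged A3F were seeded, incubated overnight at 37 deg C, dosed with compound, incubated overnight again at 37 deg C. Yellow fluorescence (Ex 488/Em 500-530) reported blocked Vif-mediated A3F-eYFP degradation.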
D2 antag: D2 dopamine receptor (human) antagonism; 340,000 compounds, 2% hits; HEK293 TREx D2 cells, calcium flux, dopamine EC80; AID 485344; inhibition, % at 10 µM; in the data active = inhibition above about 30%; also: 0% is about no effect
Target sequence (P14416 whole entry, looked up): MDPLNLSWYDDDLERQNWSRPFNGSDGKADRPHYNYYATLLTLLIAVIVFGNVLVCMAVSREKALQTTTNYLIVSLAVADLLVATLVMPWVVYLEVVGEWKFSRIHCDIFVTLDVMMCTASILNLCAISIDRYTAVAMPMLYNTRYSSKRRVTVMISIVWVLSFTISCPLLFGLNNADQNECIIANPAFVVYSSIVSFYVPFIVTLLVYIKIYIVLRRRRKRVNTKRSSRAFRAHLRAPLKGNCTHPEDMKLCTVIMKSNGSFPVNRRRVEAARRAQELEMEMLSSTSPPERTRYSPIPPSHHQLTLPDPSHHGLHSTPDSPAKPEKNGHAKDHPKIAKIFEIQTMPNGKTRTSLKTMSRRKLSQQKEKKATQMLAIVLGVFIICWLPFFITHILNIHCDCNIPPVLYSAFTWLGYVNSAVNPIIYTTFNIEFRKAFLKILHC
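Antagonism is scored as inhibition of an EC80 dopamine-evoked calcium signal in a force-coupled, tetracycline-inducible HEK293 T-REx D2 line, with compound present 180 s before agonist.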
ERG Ets-DNA blk: blocks human ERG Ets domain binding to DNA. P11308. fluorescence polarization, His-ERG Ets domain / labelled DNA. Potency, µM (highest dose often 76.9 µM), for the others: top-dose FP activity, negative = inhibition, usual class: inhibitors. 370,000 compounds, 0.028% hits. AID 624246; active = well fitted inhibition curve with a large enough effect in the polarisation, with a control signal flat; inconclusive = small, poorly fitted or top-dose-only effect, or effect the other way, or a change in a side signal; inactive = no such curve, though single readings can be large or run the other way; the % refers to the polarisation;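 also: polarization taken with two DNA probes labelled with fluorescein and Texas red; potency is read from the fitted curve at half-maximal effect; % of control where 0% means no effect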
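His-tagged ERG Ets domain (1 uM in the protein solution; 300mM KCl, 50mM Tris-HCl, 1mM EDTA, 1mM DTT, pH 7.5) received compound, then a probe mix of 5 nM fluorescein-DNA and 100nM Texas-615-DNA. Fluorescence polarization was read for both dyes.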
D2 ag: agonists of human D2 dopamine receptor | P14416 | HEK293 T-REx D2 cells, calcium flux agonist mode | activation, % at 2 µM | 340,000 compounds, 0.53% hits | AID 485358;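 active = activation over 3 SD above normal in the single-dose calcium agonist read, cut at about 30% in these data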; also: 0% is about no effect
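HEK293 Trex D2 cells, tetracycline-induced, o/n 30 C 5% CO2; no-wash Ca dye, RT 30–90 min; 10-cycle baseline, 23 nl cpd added, kinetic Ca read 180 s; agonist hits = positive Ca response.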
LDHA block: blocks human lactate dehydrogenase A. 480,000 compounds, 0.15% hits. purified LDHA, NADH/diaphorase-resazurin fluorescence; hits give low values. AID 1347041. activity change, % (values are at about 110 or 230 µM); in the data active = activity change below about -30%; inconclusive = mostly about -25% to -30%;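 also: plate controls were DMSO wells for no effect and wells without enzyme for full effect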
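Remaining NADH was detected by diaphorase (0.133 mg/mL) converting 37 µM resazurin to fluorescent resorufin, read at 0 and 20 minutes. The preceding 5-minute room-temperature reaction used 2 nM LDHA, 0.2 mM sodium pyruvate and 0.06 mM NADH at pH 7.4.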
Vif-A3G inh: inhibitors of Vif-APOBEC3G interaction; Q9HC16; HeLa A3G-eYFP + Vif (tagged APOBEC3G with the HIV-1 protein that degrades it), YFP fluorescence, overnight; Potency, µM (highest dose often 46.1 µM), without a hit: at the top dose activity, negative = active, actives largely listed as inhibitors; 410,000 compounds, 0.076% hits;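 also: potency is read from the fitted curve at half-maximal effect; % is scaled to controls: 0 for no effect and ±100 for the full control effect; nearly all actives have a fitted effect of over 60% in size; hits raise eYFP signal because A3G escapes Vif-driven loss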
Target sequence (Q9HC16 whole entry, looked up): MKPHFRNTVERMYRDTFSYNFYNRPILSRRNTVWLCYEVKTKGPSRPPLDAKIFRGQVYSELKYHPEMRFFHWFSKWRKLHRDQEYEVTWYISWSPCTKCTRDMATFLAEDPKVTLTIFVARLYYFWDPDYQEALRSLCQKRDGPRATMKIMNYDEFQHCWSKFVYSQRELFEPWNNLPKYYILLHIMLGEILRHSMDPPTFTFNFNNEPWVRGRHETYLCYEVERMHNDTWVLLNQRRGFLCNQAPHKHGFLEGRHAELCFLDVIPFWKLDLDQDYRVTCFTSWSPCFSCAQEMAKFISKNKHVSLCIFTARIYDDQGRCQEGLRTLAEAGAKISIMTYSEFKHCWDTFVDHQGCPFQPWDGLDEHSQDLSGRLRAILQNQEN
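Read-out is eYFP fluorescence (Ex 488/Em 500-530) from Vif-expressing HeLa A3G-eYFP cells; more signal means A3G escaped Vif-mediated degradation. Cells plated overnight, compound pinned in, incubated overnight at 37 deg C.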
12-LOX inh: ALOX12 (human) lipoxygenase inhibition; P18054; purified 12hLO, xylenol orange hydroperoxide absorbance; Potency, µM (top dose mostly 108 µM), for inactives: at the top dose activity change, negative = inhibition, usual class: inhibitors; 580,000 compounds, 1.1% hits; AID 1671190; also: potency is read from the fitted curve at half-maximal effect; % is scaled to controls: 0 for no effect and ±100 for the full control effect
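Purified human 12hLO (150 nM final) in 25 mM Hepes, 0.01% Triton X-100, pH 7.0 was preincubated 15 min at room temperature with compound. Then 40 uM arachidonic acid was added, 30 min. Hydroperoxide was read by Fe-XO absorbance ratio 573/405 nm.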
Glioma ERSR ind: induces the endoplasmic reticulum stress response in human glioma cells. AID 602332. 420,000 compounds, 0.02% hits. U87-MG GRP78 promoter luciferase reporter, 16 h. Potency, µM, for inactives: top-dose activation, usual class: activators; also: potency is read from the fitted curve at half-maximal effect; series mostly up to about 76 µM; % of control where 0% means no effect; nearly all actives have a fitted effect of over 35% in size
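Stably transfected U87-MG human glioma cells carrying a GRP78-based luminescent sensor were seeded at 1000 cells/well, pin-dosed with compounds and incubated 16 h. Luciferase reagent was then added, and end-point luminescence was read after 10 min at room temperature.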
* = called active by the depositor; ? = inconclusive; nt = not tested or not shown; & = joins results of further samples; [ ] = dose if it differs, or a comment. Unless noted, calls follow the shape of the dose curve; as a rule, active = well fitted curve in the direction sought with a large enough effect; inconclusive = small, poorly fitted or top-dose-only effect, or another doubt; inactive = no such curve, though single readings can be large; an effect the other way counts as inactive or inconclusive. This is a subset; count on the stated rates, not on these rows.

Value order – RGS4 inh	Vif-APOBEC3F blk	D2 antag	ERG Ets-DNA blk	D2 ag	LDHA block	Vif-A3G inh	12-LOX inh	Glioma ERSR ind
1. Clc1ccc(-c2ccccc2)cn1
    -3%	-9%	-16	-2%	0.9	-9	1%	-6%	18%
2. COc1ccc(N2CCN(S(=O)(=O)c3ccc(F)c(C(=O)Nc4ccccc4Cl)c3)CC2)cc1
    22%	-11%	nt	0%	-0.3	-3	-4%	-2%	-3%
3. O=C(NC1CCCCC1)c1ccc(CNc2c(N3CCOCC3)c(=O)c2=O)cc1
    17%	-8%	0	1%	0.5	1	1%	1%	-4%
4. NC1(C#Cc2ccc3oc(=O)c(-n4cc(-c5ccsc5)nn4)cc3c2)CCCCC1
    -25%	-2%	5	6%	0.8	0	-1%	-12%	-10%
5. CCC(Sc1ncccc1C(=O)O)C(=O)N1CCCC1 (configuration not stated)
    16%	-7%	15	-7%	1.2	3	0%	?	-4%
6. COc1ccc(S(=O)(=O)N2CCN(C(=S)NC3CCCCC3)CC2)cc1
    -27%	3%	-19	1%	0.2	-1	-1%	?	-1%
7. CCOc1nc(-c2ccccc2)ccc1-c1noc(-c2ccc(OC)c(OC)c2)n1
    -22%	3%	nt	6%	nt	-1	-1%	-11%	0%
8. O=C(O)c1ccc2cccnc2n1
    -11%	0%	11	1%	0.5	21	-4%	?	-2%
9. O=C(NC1CCCCC1)C(c1ccncc1)N(Cc1ccc2c(c1)OCO2)C(=O)C(F)(F)F (configuration not stated)
    15%	1%	3	-1%	0.4	18	4%	?	-3%
10. Cc1ccc(CNC(=O)CCCn2nc(C)c3c(C)n(-c4ccccc4)nc3c2=O)cc1
    -36%[56.9 µM]	-10%&2%	22	11%&4%	-1.7&-0.3	0&-2	0%&-5%	-11%&-25%	-4%&-2%
11. Cc1cc(C)c(OCCCCn2cnc3ccccc3c2=O)c(C)c1
    -12%	0%	-3	-5%	0.5	-1	2%	-25%	-1%
12. CS(=O)(=O)N1CCC(C(=O)NCc2ccc(Cl)cc2)CC1
    1%[11.4 µM]	1%	-6	-3%	0.9	-1	-1%	5%	-1%
13. CC(=O)Nc1ccc(OCc2ccc(S(=O)(=O)Cc3ccccc3)cc2)cc1
    -13%	2%	-5	10%	2.4	-5	3%	-15%	0%
14. CN1CCC(N2CCN(C3CN(Cc4ccccc4)S(=O)(=O)C3)CC2)CC1 (configuration not stated)
    nt	nt	nt	nt	nt	-3	-5%	-11%	-1%
15. Cc1cccc(/C=C(\C(=O)O)c2ccc(S(=O)(=O)N3CCCC3)s2)c1
    -2%	19%	nt	-5%	nt	2	-1%	?	-1%
16. O=C(CCC(=O)c1ccc(F)cc1)Nc1cccnc1
    -11%	-14%	-5	-9%	0.5	-6	0%	24%	0%
17. C=CCN1C(=O)C(CC(=O)NCC)SC1=Nc1cc(Cl)ccc1Cl (configuration not stated)
    -7%	10%	9	-3%	1.4	-3	-8%	?	-2%
18. COc1ccccc1N(CC(O)CN1CCOCC1)S(=O)(=O)c1ccccc1 (configuration not stated)
    -14%	5%	17	-6%	-0.5	-8	0%	2%	0%
19. FC(F)(F)c1nc(NCc2cccnc2)c2ccccc2n1
    -10%	-1%	15	17%	-0.5	-1	5%	12%	-4%
20. COc1ccc(OC)c(-c2nnc(SCC(=O)N3CCCC3)o2)c1
    6%	0%	-8	-7%	-0.4	-6	-1%	-8%	-2%
21. COc1ccccc1NC(=O)C(C)Sc1nnnn1C (configuration not stated)
    -32%	-12%	0	-2%	0.4	-7	2%	0%	-2%
22. Cc1ccc(O)c(C(=O)/C=C/c2ccc3c(c2)OCCO3)c1
    -10%	0%	-4	6%	-0.5	-1	-24%	-9%	15%
23. O=C(N/N=C/C=C/c1ccco1)c1cnccn1
    -49%	-3%	1	-4%	-2.7	9	0%	352%[activator]	-8%
24. COc1ccc(Cl)cc1N1C(=O)C2CCCN2C1c1ccccc1F (configuration not stated)
    -2%	1%	-14	0%	-1.0	-7	-3%	14%[57.4 µM]	-5%
25. Cc1cn([C@H]2C[C@H](O)[C@@H](CNCc3cnc(N4CCOCC4)s3)O2)c(=O)[nH]c1=O
    nt	0%	nt	nt	nt	-4	2%	-7%	-7%
26. CCOC(=O)c1nn(-c2ccccc2)c(=O)cc1OCC(=O)Nc1cccc(OC)c1
    -11%	9%	17	10%	0.4	-11	-1%	-7%	-2%
27. O=C(Nc1ccc2[nH]c(=O)[nH]c2c1)c1cc(F)c(F)cc1Cl
    -15%	6%	11	23%	-1.6	3	-3%	-4%	-4%
28. CCCCN(CCCC)S(=O)(=O)c1ccc(C(=O)Nc2sc3c(c2C(N)=O)CCN(CC)C3)cc1
    -46%	28µM*	nt	10%	2.0	5	?	-17%	-7%
29. Cc1ccc(C(=O)CCC(=O)Nc2ccccc2F)cc1
    0%	2%	9	-9%	0.8	-2	0%	26%	5%
30. CCN(CC)CCCNC(=O)c1cc2nc(-c3ccccc3)cc(C(F)(F)F)n2n1
    5%	3%	-7	1%	-0.4	-7	0%	-6%	-5%
31. CC(=O)Nc1ccccc1C(=O)C(=O)O
    -27%	5%	nt	6%	nt	0	4%	-20%&-18%	-2%
32. COc1ccc(CCn2nnnc2C(C(C)C)N2CCN(c3ncccn3)CC2)cc1OC (configuration not stated)
    -10%[11.4 µM]	-14%	-12	6%	-1.4	-2	-1%	0%	-1%
33. Cn1cc(C(=O)NCc2ccccc2)c(=O)c2cc(S(=O)(=O)N3CCOCC3)ccc21
    4%	-1%	nt	-4%	0.3	-6	1%	-14%	-3%
34. O=C1CCc2ccccc2O1
    19%	3%	nt	-12%	nt	-14	0%	13%	0%
35. Cc1cc(C(C)(C)C)cc(CN2CCN(S(=O)(=O)c3cccs3)CC2)c1O
    nt	-16%	nt	nt	nt	0	-5%	0%	1%
36. CC(C)(Oc1ccc(Cl)cc1)C(=O)NC1CCCCC1
    13%	-4%	0	-2%	0.7	-4	2%	-1%	-5%
37. CN1C(=O)/C(=C/c2cccc(Cl)c2)Sc2ccc(C(=O)N3CCOCC3)cc21
    -15%	-9%	-10	-8%	0.7	-2	1%	3%	-2%
38. COc1ccccc1C(=O)Nc1c(C(=O)N(CCN(C)C)Cc2ccco2)oc2ccccc12
    1%&-4%	-4%&-3%	-27	7%&1%	2.9&-0.1	-5&-1	-22%&-2%	-3%&-20%	1%&-4%
39. CCCSCCCNC(=O)Cn1c(-c2cccs2)cc2ccccc21
    -1%	-8%	nt	-1%	nt	-3	3%	-1%	-1%
40. CCCc1nc2ccccc2c(=O)n1/N=C/c1ccccc1O
    1%	?	-19	3%	-0.4	7	-7%	-12%	4%
41. CC1=C(C(=O)Nc2ccccc2)C(c2cccs2)n2nc(SCc3ccccc3F)nc2N1 (configuration not stated)
    13%	-11%	nt	0%	-0.1	-14	1%	-19%	2%
42. CCOC(=O)N1CCC(NC(=O)CS(=O)(=O)Cc2nc(-c3ccccc3Cl)oc2C)CC1
    13%	-12%	1	6%	-0.1	-4	1%	-17%	-6%
43. Clc1cccc(OCCOCCN2CCNCC2)c1Cl
    17%	-4%	nt	3%	nt	-2	6%	?	-5%
44. CC(Cc1ccccc1)NC(=O)CCCN1C(=O)c2ccccc2C1=O (configuration not stated)
    -9%	1%	20	-1%	-0.4	2	-6%	-3%	2%
45. O=C(CC(=O)c1ccccc1)Nc1ccccn1
    8%	3%	-19	1%	-0.8	-2	-6%	?	-3%
46. CCCc1cc(=O)oc2cc(C)cc(OCC(=O)Nc3ccccn3)c12
    -28%	-4%	2	3%	0.1	0	1%	-17%	0%
47. N#Cc1ccccc1COC(=O)c1cccnc1N
    -20%	4%	-4	2%	-0.6	-5	-3%	8%	-4%
48. COc1ccc(NC(=O)/C(N=Nc2cccc(S(=O)(=O)Nc3ccc(SC(F)F)cc3)c2)=C(\C)O)cc1
    2%	-1%	nt	9%	nt	-9	0%	-15%	5%
49. COc1cccc(OC)c1C(=O)Nc1ccc(N2CCN(C(=O)c3cccs3)CC2)cc1
    8%	8%	1	2%	-0.5	-4	-1%	-1%	-1%
50. O=[N+]([O-])c1ccc(S(=O)(=O)Nc2cccc(-c3ccc(N4CCCC4)nn3)c2)cc1
    -33%	-6%	-6	26%	-1.0	5	-11%	?	5%
51. Cc1ccc(S(=O)(=O)N(C)CC(=O)OCC(=O)NCCN2C(=O)CSC2=O)cc1
    7%	1%	-8	5%	3.5	-2	0%	12%	2%
52. COc1cccc(-c2cc(C(F)(F)F)nc(NCc3ccc(F)cc3)n2)c1
    1%	0%	nt	-5%	2.0	-3	2%	-25%	-2%
53. CCCN(C(=O)Cc1c(C(=O)O)[nH]c2ccc(Cl)cc12)c1ccc(OCC)cc1
    5%	0%	nt	2%	0.5	1	3%	-30%	-1%
54. COC(=O)c1c(NC(=O)CSc2nncs2)sc2c1CCCCC2
    -24%	3%	19	nt	0.0	3	0%	8%	1%
55. CCOC(=O)CNC(=O)CSc1nnc(-c2ccco2)n1N
    -2%	-6%	34*	-3%	0.1	-2	0%	0%	-7%
56. COc1ccc(OCCOC(=O)c2ccc(F)c(S(=O)(=O)N3CCOCC3)c2)cc1
    -10%	3%	49*	-10%	18	-8	2%	202%[activator]	-4%
